Source: PubChem BioAssay (National Center for Advancing Translational Sciences (NCATS))
G9a inh: blocks human histone lysine methyltransferase G9a. Q96KQ7. G9a H3K9 monomethylation, AlphaScreen, 2 h. Potency, µM (series often up to 102 µM), for the others: at the highest dose activity, negative = inhibition, actives largely listed as inhibitors. actives 8.8% (n = 350,000). AID 504332; note: % is set by controls: 0 for no effect and ±100 for the full control effect; nearly all actives have a fitted effect of over 75% in size
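Chemiluminescent proximity detection of H3K9 monomethylation, read after 10 min bead incubation in the dark. Reaction: 20 nM G9a, 500 nM biotin-H3K9 peptide, 20 uM SAM cofactor, 2 h, room temperature, following 15 min enzyme-compound preincubation.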
APE1 inh: inhibitors of human APE1 endonuclease; P27695; recombinant APE1, TAMRA/BHQ-2 abasic DNA cleavage fluorescence; Potency, µM (series often up to 65.8 µM), without a hit: at the highest dose activity change, negative = inhibition, hits mostly inhibitors; actives 0.35% (n = 350,000); AID 2517;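 note: plate controls were vehicle for no effect and reference inhibitor for full effect; nearly all actives have a fitted effect of over 55% in size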
Target sequence (P27695 whole entry, looked up): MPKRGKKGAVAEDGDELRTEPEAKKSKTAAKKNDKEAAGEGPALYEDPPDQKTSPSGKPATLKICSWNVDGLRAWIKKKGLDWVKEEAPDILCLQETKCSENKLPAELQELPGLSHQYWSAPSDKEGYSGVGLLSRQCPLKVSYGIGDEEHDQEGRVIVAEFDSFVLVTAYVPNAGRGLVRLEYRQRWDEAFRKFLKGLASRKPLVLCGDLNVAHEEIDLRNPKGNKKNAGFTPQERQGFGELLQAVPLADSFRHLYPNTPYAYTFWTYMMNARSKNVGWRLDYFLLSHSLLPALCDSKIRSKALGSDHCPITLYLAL
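Enzyme (0.75 nM final) and test compound are incubated 15 min at room temperature before adding 50 nM quenched THF abasic-site duplex. Cleavage dequenches TAMRA, followed at 525/598 nm over three reads one minute apart.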
Anesthetic bind: candidate novel general anesthetic via apoferritin binding; apoferritin/1-aminoanthracene competitive binding, fluorescence; Potency, µM (series often up to 77.5 µM), for the others: top-dose activity change, negative = displacement, usual class: inhibitors; actives 0.074% (n = 350,000); AID 485281; note: % is set by controls: 0 for no effect and ±100 for the full control effect; nearly all actives have a fitted effect of over 20% in size
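In PBS, apoferritin at 10 uM is loaded with 1-AMA from a 50% saturated solution. After 10 min of compound exposure at ambient temperature, reduced 535 nm fluorescence indicates probe displacement.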
BAZ2B inh: BAZ2B (human) inhibition | Q9UIF8 | AlphaScreen BAZ2B-H3K14Ac peptide displacement | Potency, µM (doses to about 114 µM), without a hit: top-dose activity change, negative = inhibition, actives largely listed as inhibitors | actives 4.4% (n = 360,000) | AID 504333; note: % is set by controls: 0 for no effect and ±100 for the full control effect; nearly all actives have a fitted effect of over 60% in size
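BAZ2B (50 nM) with biotin-H3(5-23)K14Ac peptide (50 nM) in PBS pH 7.4, 0.01% Tween-20, preformed 30 min, then compound 30 min at room temperature; top concentration 110uM. AlphaScreen streptavidin donor/nickel chelate acceptor beads (10 ug/mL final), 20 min dark, signal read.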
POLK inh: inhibitors of human DNA polymerase kappa; actives 0.53% (n = 400,000); Q9UBT6; AID 588579; purified Pol kappa, fluorescent DNA synthesis assay, 10 min; Potency, µM (top dose mostly 107 µM), without a hit: at the highest dose activity, negative = inhibition, hits mostly inhibitors; note: % is set by controls: 0 for no effect and ±100 for the full control effect
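50 nM final substrate added after 15 min RT preincubation of 10 nM Pol kappa with compound; fluorescence read at 0 and 10 min.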
BLM inh: blocks DNA unwinding by human BLM helicase. recombinant BLM DNA unwinding, fluorescence dequenching. Potency, µM (doses to about 56.1 µM), for the others: at the top dose activity change, negative = inhibition, most hits filed as inhibitors. actives 0.2% (n = 350,000);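 note: plate controls were vehicle for no effect and no enzyme for full effect; nearly all actives have a fitted effect of over 35% in size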
POLH inh: blocks human DNA polymerase eta activity; AID 588591; recombinant Pol eta, fluorescent DNA replication assay; actives 1.2% (n = 390,000); Potency, µM (top dose mostly 114 µM), without a hit: top-dose activity change, negative = inhibition, usual class: inhibitors; Q9Y253; note: % is set by controls: 0 for no effect and ±100 for the full control effect
Target sequence (Q9Y253 whole entry, looked up): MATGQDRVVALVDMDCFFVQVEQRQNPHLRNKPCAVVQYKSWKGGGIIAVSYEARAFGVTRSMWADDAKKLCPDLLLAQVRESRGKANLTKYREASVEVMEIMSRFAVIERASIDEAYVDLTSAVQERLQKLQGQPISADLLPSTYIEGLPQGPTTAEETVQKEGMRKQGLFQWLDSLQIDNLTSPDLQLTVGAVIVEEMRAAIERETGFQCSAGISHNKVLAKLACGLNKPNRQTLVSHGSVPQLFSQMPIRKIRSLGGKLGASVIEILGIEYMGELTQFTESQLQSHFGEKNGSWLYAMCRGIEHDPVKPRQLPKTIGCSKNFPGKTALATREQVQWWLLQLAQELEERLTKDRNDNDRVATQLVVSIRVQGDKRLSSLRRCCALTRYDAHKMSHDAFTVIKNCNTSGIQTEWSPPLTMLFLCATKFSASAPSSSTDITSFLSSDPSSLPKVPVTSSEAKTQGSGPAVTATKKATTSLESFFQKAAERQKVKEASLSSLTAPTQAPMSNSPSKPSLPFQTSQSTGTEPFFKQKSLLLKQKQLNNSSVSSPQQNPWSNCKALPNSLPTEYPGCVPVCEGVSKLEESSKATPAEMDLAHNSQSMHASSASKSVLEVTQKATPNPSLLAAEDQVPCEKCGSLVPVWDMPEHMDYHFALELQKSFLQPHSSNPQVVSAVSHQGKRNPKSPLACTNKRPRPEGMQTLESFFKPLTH
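Pol eta at 10 nM preincubated with compounds 15 min at room temperature; reaction started with fluorescent substrate (50 nM final) and read kinetically at 0 and 10 min.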
POLI inh: blocks human DNA polymerase iota activity | Q9UNA4 | Pol iota fluorescent replication assay, 10 min | Potency, µM (series often up to 115 µM), without a hit: at the highest dose activity, negative = inhibition, most hits filed as inhibitors | actives 1% (n = 390,000)
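Pol iota at 10 nM preincubated 15 min with compounds at room temperature; reaction started with fluorescent substrate, 50 nM final. Fluorescence read kinetically at 0 and 10 min; buffer-only wells as negative control.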
Pol beta inh: blocks human DNA polymerase beta activity. Pol beta primer extension/strand displacement, fluorescence kinetic. AID 485314. Potency, µM (top dose mostly 114 µM), for inactives: at the top dose activity change, negative = inhibition, most hits filed as inhibitors. actives 1.3% (n = 340,000). P06746; note: % is set by controls: 0 for no effect and ±100 for the full control effect
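Kinetic readout of DNA synthesis with strand displacement by Pol beta. Compound and 10 nM enzyme sit 15 min at room temperature; 50 nM substrate starts the reaction, read immediately and at 10 min.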
Starred values were filed as active, the others as inactive; [ ] = dose if it differs, or a comment. Calls come from the whole dose curve; as a rule, active = well fitted curve in the direction sought with a large enough effect; inconclusive = small, poorly fitted or top-dose-only effect, or another doubt; inactive = no such curve, though single readings can be large; an effect the other way counts as inactive or inconclusive. Potency is the fitted concentration of half-maximal effect. Some of the compounds tested, so the mix of outcomes need not match the whole.

Cc1ccc(NS(=O)(=O)c2ccc(C3CCCCC3)cc2)cc1 was read as G9a inh 13%[59 µM], APE1 inh 7%, Anesthetic bind -13%, BAZ2B inh 4%, POLK inh -14%, BLM inh -8%, POLH inh -21%, POLI inh -4% and Pol beta inh 15%.
Screening O=C(NCc1ccc(F)cc1)C1CC(=O)N(C2CCCCC2)C1 (configuration not stated) returned G9a inh 31%[activator], APE1 inh 51%, Anesthetic bind -2%, BAZ2B inh 2%, POLK inh 3%, BLM inh 1%, POLH inh -12%, POLI inh inconclusive and Pol beta inh 31%.
`CCOC(=O)N1CCN(C(=O)c2ccc(Cl)c(S(=O)(=O)Nc3ccccc3)c2)CC1` gave G9a inh -5%[12.7 µM], APE1 inh 13%, Anesthetic bind 2%, BAZ2B inh 5%, POLK inh -3%, BLM inh 1%, POLH inh -4%, POLI inh 3% and Pol beta inh 16%.
Screening O=C(N/N=C/C(Cl)=C/c1ccccc1)c1ccc2c(c1)OCO2 returned G9a inh 17%[12.7 µM], APE1 inh -37%, BAZ2B inh inconclusive, POLK inh -19%, POLH inh 10% and POLI inh inconclusive.
For CCCc1nnc(SCC(=O)N2CCCC(C)C2)n1CCCOC (configuration not stated) the results were G9a inh 1%, APE1 inh 1%, Anesthetic bind -2%, BAZ2B inh 15%, POLK inh -13%, BLM inh 3%, POLH inh -8%, POLI inh 11% and Pol beta inh -11%.
Screening O=C(c1ccc(-n2cncn2)c([N+](=O)[O-])c1)N1CCN(S(=O)(=O)c2c(F)cccc2F)CC1 returned G9a inh inconclusive, APE1 inh -4%, BAZ2B inh 12%, POLK inh 2%, POLH inh -15% and POLI inh 5%.
For O=C(Nc1ccc2c(c1)OCCO2)C1CCCN1C(=O)Nc1ccccc1 (configuration not stated) the results were G9a inh 11%, APE1 inh 45%[activator], Anesthetic bind 2%, BAZ2B inh -13%, POLK inh -6%, BLM inh -1%, POLH inh -18%, POLI inh 19% and Pol beta inh 31%.
Screening CC(C)N(Cc1cc2ccccc2[nH]c1=O)C(=O)c1cccc([N+](=O)[O-])c1 returned G9a inh -41%, APE1 inh 1%, Anesthetic bind 0%, BAZ2B inh -5%, POLK inh -6%, BLM inh -1%, POLH inh -2%, POLI inh -10% and Pol beta inh 1%.
For CCC(C(=O)Nc1ccccc1C(=O)OC)n1nc(C)c2c(C)n(-c3ccc(C)cc3)nc2c1=O (configuration not stated) the results were G9a inh -34%[59 µM], Anesthetic bind -7%, BAZ2B inh -24%, POLK inh -6%, BLM inh -12%, POLH inh 9%, POLI inh 27% and Pol beta inh 6%.
`Cc1sc2nc(CN(C(=O)NC3CCCCC3)C3CCCC3)[nH]c(=O)c2c1C` gave G9a inh 10%[59 µM], APE1 inh 0%, Anesthetic bind 0%, BAZ2B inh 1%, POLK inh 0%, BLM inh -4%, POLH inh -23%, POLI inh 24% and Pol beta inh 0%.
`CCOC(=O)C1CCN(C(=O)c2cc3cc4cc(OC)ccc4nc3o2)CC1` gave G9a inh 4%[59 µM], APE1 inh -2%, Anesthetic bind -3%, BAZ2B inh -3%, POLK inh -7%, BLM inh 4%, POLH inh -4%, POLI inh 19% and Pol beta inh 2%.
`CCc1cc2c(-c3ccccc3)cc(=O)oc2cc1OC(C)C(C)=O` (configuration not stated) gave G9a inh 38%, APE1 inh -4%, Anesthetic bind inconclusive, BAZ2B inh 5%, POLK inh -7%, BLM inh -9%, POLH inh -16%, POLI inh 35%[activator] and Pol beta inh 0%.
For CCOC(=O)Cn1c(=O)oc2cc(S(=O)(=O)NCCC(C)C)ccc21 the results were G9a inh -12%, APE1 inh 10%, Anesthetic bind -16%, BAZ2B inh -5%, POLK inh -10%, BLM inh -12%, POLH inh -10%, POLI inh -13% and Pol beta inh 0%.
Screening O=C(NCCN1CCCC1)C1CC(=O)N(C2CCCCC2)C1 (configuration not stated) returned G9a inh 5%[59 µM], APE1 inh 0%, Anesthetic bind -8%, BAZ2B inh 6%, POLK inh -8%, BLM inh 1%, POLH inh -12%, POLI inh 13% and Pol beta inh 7%.
For COc1nn(CC(=O)N2N=C(C)CC2(O)C(F)(F)F)cc1[N+](=O)[O-] (configuration not stated) the results were G9a inh 6%[59 µM], APE1 inh -3%, Anesthetic bind -5%, BAZ2B inh 5%, POLK inh 0%, BLM inh -2%, POLH inh -13%, POLI inh 4% and Pol beta inh 0%.

3 compounds from above, arranged by formula weight, descending:
`CCOC(=O)C1CCN(C(=O)c2cc3cc4cc(OC)ccc4nc3o2)CC1` gave G9a inh 4%[59 µM], APE1 inh -2%, Anesthetic bind -3%, BAZ2B inh -3%, POLK inh -7%, BLM inh 4%, POLH inh -4%, POLI inh 19% and Pol beta inh 2%.
For CCOC(=O)Cn1c(=O)oc2cc(S(=O)(=O)NCCC(C)C)ccc21 the results were G9a inh -12%, APE1 inh 10%, Anesthetic bind -16%, BAZ2B inh -5%, POLK inh -10%, BLM inh -12%, POLH inh -10%, POLI inh -13% and Pol beta inh 0%.
For CCCc1nnc(SCC(=O)N2CCCC(C)C2)n1CCCOC (configuration not stated) the results were G9a inh 1%, APE1 inh 1%, Anesthetic bind -2%, BAZ2B inh 15%, POLK inh -13%, BLM inh 3%, POLH inh -8%, POLI inh 11% and Pol beta inh -11%.

Further entries follow.
Screening C=C1c2ccccc2S(=O)(=O)N(Cc2ccccc2)C1COCc1ccccc1 (configuration not stated) returned G9a inh 11%[59 µM], APE1 inh 11%, Anesthetic bind -12%, BAZ2B inh -4%, POLK inh 7%, BLM inh -10%, POLH inh -7%, POLI inh 5% and Pol beta inh 14%.
COc1cc2c(cc1NC(=O)C(C)Sc1cccc[n+]1[O-])oc1ccccc12 (configuration not stated) was read as G9a inh inconclusive, APE1 inh -2%, Anesthetic bind -8%, BAZ2B inh 1%, POLK inh -9%, BLM inh 0%, POLH inh -19%, POLI inh 46%[activator] and Pol beta inh 12%.
Screening Cc1ccccc1/C=N/NC(=O)Cc1ccc(Cl)cc1 returned G9a inh -5%, APE1 inh -3%, Anesthetic bind inconclusive, POLK inh 4%, BLM inh 0%, POLH inh -11%, POLI inh 11% and Pol beta inh 25%.
CCS(=O)(=O)N1CCC(C(=O)NCCc2ccccc2)CC1 was read as G9a inh 44%[12.7 µM], APE1 inh -2%, Anesthetic bind -9%, BAZ2B inh 9%, POLK inh -3%, BLM inh -1%, POLH inh -14%, POLI inh 27% and Pol beta inh 8%.
Screening COc1nc2ccccc2nc1N1CCN(Cc2ccc3c(c2)OCO3)CC1 returned G9a inh 20%, APE1 inh 15%, Anesthetic bind -9%, BAZ2B inh -3%, POLK inh 8%, BLM inh -2%, POLH inh -13%, POLI inh 9% and Pol beta inh 20%.
CCOc1cc(S(=O)(=O)N2CCC(c3nc4ccccc4s3)CC2)c(OCC)cc1S(=O)(=O)N1CCCCC1 was read as G9a inh -1%[0.501 µM], APE1 inh 2%, Anesthetic bind -4%, BAZ2B inh inconclusive, POLK inh -3%, BLM inh -7%, POLH inh -6%, POLI inh 16% and Pol beta inh 5%.
`CCC(=O)N1N=C(c2ccc(NS(C)(=O)=O)cc2)CC1c1ccc(C)cc1` (configuration not stated) gave G9a inh 22%[12.7 µM], APE1 inh 0%, Anesthetic bind -14%, BAZ2B inh -2%, POLK inh -3%, BLM inh -6%, POLH inh -8%, POLI inh 22% and Pol beta inh 2%.
For Cc1ccc(NC(=O)Cn2cc(S(=O)(=O)c3ccc(C)cc3)c(=O)c3cc(F)ccc32)cc1 the results were G9a inh 19%, APE1 inh -2%, Anesthetic bind -3%, BAZ2B inh -8%, POLK inh -20%, BLM inh -1%, POLH inh -14%, POLI inh 11% and Pol beta inh 0%.
For NC(=O)C1CCCN(C(=O)c2ccc(-c3cccc(Cl)c3Cl)o2)C1 (configuration not stated) the results were G9a inh inconclusive, APE1 inh inconclusive, BAZ2B inh -20%, POLK inh -10%, POLH inh -14% and POLI inh 35%[activator].
`Nc1ccc(C(=O)N/N=C/c2c[nH]c3ccccc23)cc1` gave G9a inh 32%, APE1 inh 40%[activator], Anesthetic bind 9%, BAZ2B inh -23%, POLK inh -15%, BLM inh -7%, POLH inh -25%, POLI inh -3% and Pol beta inh inconclusive.
Cc1ccc(CSCCNC(=O)CN(c2ccccc2)S(C)(=O)=O)cc1 was read as G9a inh -29%, APE1 inh 13%, Anesthetic bind -10%, BAZ2B inh -16%, POLK inh -7%, BLM inh -4%, POLH inh -2%, POLI inh 126%[activator] and Pol beta inh 34%.
For CC1(C)CC(=O)C2=C(C1)Oc1ncn3nc(-c4cccnc4)nc3c1C2c1ccccc1 (configuration not stated) the results were G9a inh -9%[59 µM], APE1 inh -1%, Anesthetic bind -8%, BAZ2B inh -4%, POLK inh 5%, BLM inh 1%, POLH inh -9%, POLI inh 0% and Pol beta inh -10%.
CC(C)Cn1c2c(c(=O)[nH]c1=O)C(C(F)(F)F)(C(F)(F)F)N=C(CCC1CCCCC1)N2 was read as G9a inh 10%[59 µM], APE1 inh 3%, Anesthetic bind -2%, BAZ2B inh 3%, POLK inh -14%, BLM inh 0%, POLH inh -22%, POLI inh 156%[activator] and Pol beta inh 9%.
Cc1nn(-c2ccc(Cl)c(Cl)c2Cl)c(=O)c2ccccc12 was read as G9a inh 4%, APE1 inh -2%, Anesthetic bind 18µM*, BAZ2B inh -5%, POLK inh -4%, BLM inh -4%, POLH inh 0%, POLI inh -2% and Pol beta inh 9%.
`COc1ccc(CC(=O)Nc2cc(C)ccn2)cc1` gave G9a inh 6%[59 µM], APE1 inh 4%, Anesthetic bind -14%, BAZ2B inh inconclusive, POLK inh -8%, BLM inh 0%, POLH inh -4%, POLI inh 53%[activator] and Pol beta inh 8%.
